FXIIa inh 1536 = blocks human coagulation factor XIIa protease activity; 0.3% of 220,000 active; P00748; inhibition, % at 5 µM; purified FXIIa, Boc-QGR-AMC fluorogenic substrate, 2 h; in the data active means inhibition above about 40%;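 further: 0% = enzyme with no compound and 100% = blank without enzyme; many of its hits are not listed in these tables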
Hck-Nef inh = human Hck-Nef kinase inhibition; P08631; Recombinant Hck-YEEI plus Nef, Z-Lyte FRET kinase assay; inhibition, % at 20 µM; 0.68% of 220,000 active;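 active means Hck-Nef kinase inhibition above about 50%, limit read from the data; inactive means inhibition below that limit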;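 further: 0% = DMSO with Hck plus Nef and 100% = Hck alone without Nef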
14-3-3 Bad PPI = disrupts binding of bovine 14-3-3 zeta to phospho-Bad peptide; inhibition, % at 21.7 µM; 0.71% of 220,000 active; TR-FRET 14-3-3zeta/Dy647-pBad peptide displacement, 1 h; AID 781; P63103;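 active means inhibition above about 70%, limit read from the data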;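 further: 0% = full 14-3-3 plus peptide FRET controls and 100% = background without 14-3-3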
FXIa inh 1536 = inhibitors of human coagulation factor XIa | purified FXIa, Boc-Glu-Ala-Arg-AMC fluorogenic substrate | AID 798 | inhibition, % at 5 µM | P03951 | 0.14% of 220,000 active;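 active means inhibition of at least 40%; inactive means inhibition below 40%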;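 further: fluorescence of freed AMC excited at 355 nm; 0% = enzyme without compound and 100% = no enzyme blank; many of its hits are not listed in these tables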
hK5 inh = blocks human kallikrein 5 protease activity; Q9Y337; recombinant hK5, fluorogenic AMC substrate cleavage; inhibition, % at 5 µM; 0.59% of 210,000 active;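 active means inhibition of 40% or more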;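 further: 0% = enzyme controls without compound and 100% = no-enzyme blanks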
Target sequence (Q9Y337 67-293 limits assumed): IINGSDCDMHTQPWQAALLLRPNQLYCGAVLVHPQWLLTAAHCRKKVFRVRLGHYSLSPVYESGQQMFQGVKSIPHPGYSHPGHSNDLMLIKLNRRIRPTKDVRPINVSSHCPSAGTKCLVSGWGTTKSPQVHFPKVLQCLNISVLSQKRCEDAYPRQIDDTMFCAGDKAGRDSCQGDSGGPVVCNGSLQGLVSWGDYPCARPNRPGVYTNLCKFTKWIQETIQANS
Thrombin inh = thrombin (human) inhibition | P00734 | alpha-thrombin, Boc-VPR-AMC fluorogenic substrate cleavage | inhibition, % at 5 µM | 0.26% of 220,000 active | AID 1046;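 active means inhibition at or above 40%; inactive means inhibition below 40%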;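 further: 0% = enzyme with no compound and 100% = wells without enzyme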
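System: human alpha-thrombin protein; Compound dosing: one concentration per compound, 5 µM, with 0.2% DMSO; Timing: reaction at room temperature; Technique: AMC fluorescence, 355/460 nm; Controls: enzyme without compound as high, wells lacking enzyme as low.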
Runt-CBFb FRET = Runt domain-CBFb interaction inhibition; inhibition, % at 20 µM; 0.46% of 220,000 active; Cerulean-Runt/Venus-CBFb FRET ratio 530/480, 1 h; Q01196+Q13951;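 active means inhibition over about 50% at 20 µM in the single-dose screen, limit read from the data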;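 further: 0% = DMSO wells and 100% = excess unlabeled CBFb competitor control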
Target sequence (Q01196 whole entry, looked up, the tested form may be a part): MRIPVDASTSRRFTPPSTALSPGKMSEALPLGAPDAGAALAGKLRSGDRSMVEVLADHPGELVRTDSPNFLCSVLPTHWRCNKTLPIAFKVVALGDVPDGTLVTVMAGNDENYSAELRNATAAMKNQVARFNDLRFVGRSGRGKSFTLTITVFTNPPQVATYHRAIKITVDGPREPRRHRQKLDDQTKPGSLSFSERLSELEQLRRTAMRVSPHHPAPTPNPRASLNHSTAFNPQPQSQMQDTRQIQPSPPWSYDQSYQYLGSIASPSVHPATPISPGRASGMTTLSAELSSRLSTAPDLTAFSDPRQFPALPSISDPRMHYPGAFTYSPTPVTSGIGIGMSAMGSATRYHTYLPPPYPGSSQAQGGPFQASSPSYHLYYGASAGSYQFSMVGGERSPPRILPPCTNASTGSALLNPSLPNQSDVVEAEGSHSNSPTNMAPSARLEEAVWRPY
Target sequence (Q13951 whole entry, looked up, the tested form may be a part): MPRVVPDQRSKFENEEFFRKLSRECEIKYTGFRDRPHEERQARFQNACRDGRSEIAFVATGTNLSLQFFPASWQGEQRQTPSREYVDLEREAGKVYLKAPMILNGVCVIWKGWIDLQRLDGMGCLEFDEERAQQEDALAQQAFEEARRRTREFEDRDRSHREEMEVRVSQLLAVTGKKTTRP
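Assay system: Cerulean-Runt domain fusion protein, energy donor; Signal: fluorescence energy transfer, 422 nm excitation, 530/480 nm emission; Timing: 1 h compound exposure, room temperature; Control set: unlabeled CBFb; Medium: Tris buffer pH 7.5 with salts and BSA; Compound: single test concentration of 20 µM, 1% DMSO final; Probe or stimulus: Venus-CBFb 100 nM.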
Wee1 stabilizer = blocks degradation of human Wee1 kinase; P30291; HeLa Luc-Wee1K328M stability, luciferase luminescence; 100% = proteasome inhibitor MG132 effect; reporter increase, % at 5 µM; 1.2% of 220,000 active; AID 1321;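 active means activation above the mean of all tested compounds plus 3 SD, set per screening run, cut at about 8.8% in these data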;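 further: cells exposed to compound for 20 h before luminescence read; 0% = DMSO alone and 100% = MG132 at 30 µM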
Runt-SMMHC FRET = blocks binding of human RUNX1 Runt domain to CBFb-SMMHC | Cerulean-Runt/Venus-CBFb-SMMHC FRET ratio 530/480, 1 h | inhibition, % at 20 µM | Q01196+Q13951 | 0.74% of 220,000 active;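 active means mean inhibition across duplicate retests at 20 µM reaching about 50%, limit read from the data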;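 further: 0% = DMSO wells and 100% = wells with excess untagged CBFb-SMMHC; inhibitors lower the FRET ratio by blocking Runt binding to CBFb-SMMHC; some results filed as inactive read as strong as hits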
Starred values were filed as active, the others as inactive; · = not tested or not shown; [ ] = another dose, or the depositor's remark.

molecule,Hck-Nef inh,Wee1 stabilizer,Runt-SMMHC FRET,hK5 inh,FXIIa inh 1536,14-3-3 Bad PPI,Runt-CBFb FRET,Thrombin inh,FXIa inh 1536
O=c1[nH]c(-c2ccc(Cl)cc2)nc(=S)[nH]1,-19,-2,0,0,6,2,0,2,4
Cc1nn(Cc2ccccc2)c2sc(C(=O)NCc3cccnc3)cc12,0,-2,3,2,11,-9,-2,-6,-2
CC(C)C(NC(=O)c1ccc(C(C)(C)C)cc1)C(=O)OCC(=O)NC(=O)Cc1ccccc1 (centres undefined),-1,4,2,-11,6,8,-4,1,-5
COCc1nnc(NC(=O)c2cccc(NC(=O)C(C)C)c2)s1,22,-2,-4,7,12,9,-1,0,2
CC1=C(C(=O)OCC2CCCO2)C(c2ccc(C)cc2)C2=C(CC(C)(C)CC2=O)N1 (centres undefined),47,0,56*,-4,2,1,20,-3,-3
CN(c1ccccc1)S(=O)(=O)c1ccc(Cl)c(C(=O)Nc2nn[nH]n2)c1,1,-1,-6,-2,4,-5,1,0,1
COc1ccc(S(=O)(=O)N(CC(=O)Nc2ccc3c(c2)OCO3)c2ccccc2OC)cc1,5,0,-1,-11,20,-11,0,7,7
CCCCOC(=O)Nc1ccc2c(C)cc(=O)oc2c1,2,-2,-1,-4,8,12,1,-7,4
CCS(=O)(=O)N1CCCC(C(=O)NCCCOC)C1 (centres undefined),7,0,-1,5,12,-1,-1,3,2
CCOc1cc(-c2c(C#N)c(=O)[nH]c3c2c(C)nn3-c2ccc(F)cc2)ccc1O,0,0,-2,-11,4,0,0,-4,-4
Cc1onc(-c2c(Cl)cccc2Cl)c1C(=O)NCc1ccccn1,3,0,-4,-14,-8,59[fluorescence artefact?],0,-9,-15
Cc1cccc(C)c1NC(=O)CSc1nnc(-c2ccco2)c(-c2ccco2)n1,6,-4,0,-8,3,17,10,1,-7
Cn1nccc1C(=O)N/N=C/c1ccccc1[N+](=O)[O-],24,7,0,3,9,4,-1,1,2
CCOC(=O)CSc1nnc(NCC(=O)OC(C)C)c(=O)[nH]1,2,-1,-1,-2,16,-2,-3,0,8
COC(=O)C1=NN(C(=O)c2cccc(Cl)c2)C(O)(C(C)(C)C)C1 (centres undefined),10,0,-2,-40,10,8[fluorescence artefact?],1,-4,5
Cc1ccc(Nc2nnc(-c3ccc(N4CCOCC4)c([N+](=O)[O-])c3)c3ccccc23)cc1,1,-3,-1,8,12,-4,-1,-3,2
CCCOP(=O)(c1ccc(N(C)C)cc1)C(O)c1ccncc1 (centres undefined),0,2,-2,15,15,-17[fluorescence artefact?],2,66*,11
CC(C)=CCc1c(O)ccc2c1OC(c1ccc(O)c(O)c1)CC2=O (centres undefined),19,33*,-2,-2,13,3,10,3,5
O=C(Nc1nncs1)c1cccc(S(=O)(=O)N2CCCCC2)c1,3,1,4,-10,7,-9[fluorescence artefact?],-2,-1,-3
CCCC(=O)N/C(N)=N/c1nc2ccccc2o1,12,6,-2,1,8,-14,2,2,3
COC(=O)c1ccc(NC(CC(C)C)C(=O)OC)c([N+](=O)[O-])c1 (centres undefined),1,-1,-4,-21,15,0,-3,1,9
FC(F)(F)c1cccc(Cn2nnnc2-c2cc(Cl)cc(Cl)c2)c1,-1,-3,-5,-7,12,-4,·,-5,-3
CN1CCN(S(=O)(=O)c2ccc(Oc3ccc(F)cc3Br)nc2)CC1,18,3,0,0,8,5,1,4,1
Cc1cc(NS(=O)(=O)c2ccc(NC(=O)c3cccc(OC(F)F)c3)cc2)nc(C)n1,20,-1,-1,-6,2,-17,0,-13,-4

Continued, overlapping the part above by 2 compounds.
molecule,Hck-Nef inh,Wee1 stabilizer,Runt-SMMHC FRET,hK5 inh,FXIIa inh 1536,14-3-3 Bad PPI,Runt-CBFb FRET,Thrombin inh,FXIa inh 1536
CN1CCN(S(=O)(=O)c2ccc(Oc3ccc(F)cc3Br)nc2)CC1,18,3,0,0,8,5,1,4,1
Cc1cc(NS(=O)(=O)c2ccc(NC(=O)c3cccc(OC(F)F)c3)cc2)nc(C)n1,20,-1,-1,-6,2,-17,0,-13,-4
Cc1ccc(-c2ccc(=O)n(CC(=O)NCc3ccco3)n2)cc1,4,-2,4,-24,12,2,2,5,1
COC(=O)c1nc2n(n1)C(c1ccccc1OC)C1=C(CCCC1=O)N2 (centres undefined),2,-2,-2,-9,-3,4,1,-4,4
Cc1ccc2c(c1)C1CN(C)CCC1N2C(=O)c1ccccc1NS(=O)(=O)c1cccc(C(F)(F)F)c1 (centres undefined),3,0,1,-6,12,0,-9,-5,4
O=C(/C=C/c1ccc(Cl)cc1)NCc1ccco1,8,3,1,-12,12,7,-2,-8,10
CCOc1ccc(C(=O)O/N=C(\N)c2ccc([N+](=O)[O-])cc2)cc1OCC,3,4,0,-7,22,17,0,-6,19
COc1cccc(/C=N/NC(=O)C(=O)N2CCCC2)c1O,-1,-3,-2,-189,8,-3,5,0,-14
O=C(CSc1nnnn1-c1ccccc1)NC(=O)NCc1ccco1,5,-2,-3,-31,1,-6[fluorescence artefact?],4,-6,-3
COc1ccc(-c2csc(N3C(=N)SCC3=O)n2)cc1,-1,4,3,19,24,29,-2,-3,16
O=C(O)CCN1C(=O)C2C3c4ccccc4C(c4ccccc43)[C@@H]2C1=O (some centres undefined),-3,0,8,30,46*,1,1,23,31
COc1cc2cc(C(c3nnnn3C3CCCC3)N3CCCCCC3)c(=O)[nH]c2cc1OC (centres undefined),0,-2,-18,-5,9,-2,-12,1,-3
CSC1=NCCN1C(=O)c1c(F)cccc1F,4,1,-2,3,4,1[fluorescence artefact?],2,3,4
COCCn1c(C)cc(C(=O)CSc2nc3ccccc3c(=O)[nH]2)c1C,0,3,6,-3,18,-17,16,0,8

FXIIa inh 1536: hit marks shown above
molecule,Hck-Nef inh,Wee1 stabilizer,Runt-SMMHC FRET,hK5 inh,FXIIa inh 1536,14-3-3 Bad PPI,Runt-CBFb FRET,Thrombin inh,FXIa inh 1536
O=C(O)CCN1C(=O)C2C3c4ccccc4C(c4ccccc43)[C@@H]2C1=O (some centres undefined),-3,0,8,30,46*,1,1,23,31

Next part:
molecule,Hck-Nef inh,Wee1 stabilizer,Runt-SMMHC FRET,hK5 inh,FXIIa inh 1536,14-3-3 Bad PPI,Runt-CBFb FRET,Thrombin inh,FXIa inh 1536
COc1ccccc1C(c1nnnn1Cc1ccco1)N1CCN(c2cccc(C)c2C)CC1 (centres undefined),-3,1,5,-20,7,-4,0,-5,-4
Nc1nnc(N2CCCCCC2)s1,0,5,-2,-14,7,-23,·,1,4
Cc1cc(C)c(NC(=O)c2cc(=O)c3ccccc3o2)c(C)c1,5,-2,1,-10,26,-14,-2,-3,18
COc1cccc(NC(=O)NCCCSC2CCCCC2)c1,0,0,3,-8,5,-17,-2,0,-2
CCCCc1ccc(NC(=S)NCc2cccnc2)cc1,3,-2,1,-14,12,-14,-3,-1,6
CCC(=O)c1ccc(N2CCCC2)c(F)c1,5,1,3,-10,9,7,0,-3,3
O=C(CNCc1cccs1)Nc1ccc(N2CCCCCC2)cc1,30,-1,0,-4,1,67,2,-2,-4
COc1ccccc1NS(=O)(=O)c1cccc(NC(=O)Cc2cccs2)c1,2,0,0,-22,7,-2[fluorescence artefact?],-1,-6,6
CCOCCCn1cnc2c([nH]c3cc(OC)ccc32)c1=O,-1,3,3,-5,17,2,-2,4,5
Cc1cccc(NC(=O)c2cc3n(n2)C(C(F)(F)F)CC(c2ccc4c(c2)OCO4)N3)c1 (centres undefined),3,2,-79,32,5,-14,-35,5,2
O=C(Nc1ccc(N2CCCC2)c(Cl)c1)c1ccc2c(c1)OCCO2,-3,2,·,5,16,-4,·,0,5
CC(=O)N1CCN(CC(=O)Nc2c(Cl)ccc(C)c2Cl)CC1,24,-3,0,0,8,-18,1,-17,1

Look-ups from the entries so far.
CSC1=NCCN1C(=O)c1c(F)cccc1F in FXIIa inh 1536 is entered as 4
CCOc1ccc(C(=O)O/N=C(\N)c2ccc([N+](=O)[O-])cc2)cc1OCC in hK5 inh is entered as -7

Later entries
molecule,Hck-Nef inh,Wee1 stabilizer,Runt-SMMHC FRET,hK5 inh,FXIIa inh 1536,14-3-3 Bad PPI,Runt-CBFb FRET,Thrombin inh,FXIa inh 1536
Cc1cc(=O)n2nc(N3CCCC(C(=O)N4CCc5ccccc54)C3)sc2n1 (centres undefined),11,2,-1,-24,4,-4[fluorescence artefact?],0,4,5
COc1cc(NC(=O)N[C@@H](Cc2ccccc2)C(=O)O)cc(OC)c1,-6,1,0,-4,14,-3,-1,-3,5
O=C1NC2(CCCCC2)C(=O)N1Cc1cc(=O)n2ccsc2n1,19,-3,-5,-3,5,-2,-3,-25,-8
COc1ccc(COc2cc(-c3cccc(OC)c3)nc3ccc(NC(=O)c4ccc(C)cc4)cc23)cc1,-4,4,7,-11,10,-4,-8,0,1
COc1ccc(-c2cc(-c3ccccc3)nc(N3CCCC3)n2)cc1OC,-3,1,-4,-32,2,9,-4,-6,-13
CC(C)NS(=O)(=O)c1ccc(NC(=O)C(C)Oc2ccc(C(=O)c3ccccc3)cc2)cc1 (centres undefined),1,0,4,0,2,6,-1,-10,2
O=C1CC(N2CCN(c3ccc(F)cc3)CC2)C(=O)N1c1ccccc1 (centres undefined),-1,3,4,-9,2,-8,2,-4,-4
Cn1c(C(=O)c2ccccc2[N+](=O)[O-])nc2ccccc21,21,-4,-2,10,1,0,1,-4,-3
CCCCN(C)C(=S)Nc1ccsc1C(=O)OC,19,2,-5,1,10,-5,1,-1,-2

Compound activity from PubChem BioAssay.
